MRP-1 activ: MRP-1 activation; H69AR cells + doxorubicin, viability rescue, CellTiter-Glo; actives 0.61% (n = 140,000); AID 799; viability increase, % at 10 µM;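 active = viability gain under doxorubicin at or above a set limit, the compound median plus 3 SD, cut at about 4.7% in these data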;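 note: MRP-1 overexpressing cells given doxorubicin 25 µM after compound pretreatment; 18-22 h compound pretreatment then 72 h with doxorubicin before readout; 0% = doxorubicin-only wells and 100% = vehicle-treated cells without doxorubicin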
E-sel TNF inh: TNF alpha driven E-selectin expression inhibition. HUVEC TNFa-induced E-selectin immunofluorescence, high content. AID 1246. actives 0.71% (n = 120,000). inhibition, % at 2 µM;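 active = inhibition above the batch mean plus 3 SD, and confirmed as a hit on visual image review, cut at about 43% in these data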;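 note: 0% = TNF-stimulated DMSO wells and 100% = unstimulated control wells; not every result past the cut was called active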
bCat KO growth: beta-catenin-lacking colon tumor cell growth suppression; HCT116 beta-catenin knockout viability, CellTiter-Glo, 60 h; stronger effect = lower value; viability, % at 10 µM; actives 1.5% (n = 140,000);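 active = viability at or under a set limit, the compound median less 4 SD, cut at about 6% in these data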;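 note: 0% = Hyamine 1622 control at 20 µM and 100% = untreated cell control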
Yeast growth inh: reduces growth of yeast BB579 in restrictive medium; S. cerevisiae BB579 growth, OD615, 48 h; inhibition, % at 10 µM; actives 0.51% (n = 140,000);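 active = inhibition above a set limit, 3 SD over the mean compound inhibition, cut at about 44% in these data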; note: inactives centre near -24
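System: DeaD yeast strain BB579; buffer or medium: CSMM-D dextrose restrictive medium; technique: OD at 615 nm; schedule: 4 h cell preincubation, 48 h compound exposure, 30 °C humidified; doses: single 10 µM dose; controls: amphotericin B 10 µg/mL, positive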
NPY-Y2 antag: blocks the human neuropeptide Y Y2 receptor | P49146 | NPY-Y2 expressing cells, antagonist mode | inhibition, % at 2.7 µM | actives 0.99% (n = 140,000) | AID 793; in the data active = inhibition above about 17%;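 note: 0% = vehicle with agonist challenge and 100% = reference antagonist with challenge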
Target sequence (P49146 whole entry, looked up): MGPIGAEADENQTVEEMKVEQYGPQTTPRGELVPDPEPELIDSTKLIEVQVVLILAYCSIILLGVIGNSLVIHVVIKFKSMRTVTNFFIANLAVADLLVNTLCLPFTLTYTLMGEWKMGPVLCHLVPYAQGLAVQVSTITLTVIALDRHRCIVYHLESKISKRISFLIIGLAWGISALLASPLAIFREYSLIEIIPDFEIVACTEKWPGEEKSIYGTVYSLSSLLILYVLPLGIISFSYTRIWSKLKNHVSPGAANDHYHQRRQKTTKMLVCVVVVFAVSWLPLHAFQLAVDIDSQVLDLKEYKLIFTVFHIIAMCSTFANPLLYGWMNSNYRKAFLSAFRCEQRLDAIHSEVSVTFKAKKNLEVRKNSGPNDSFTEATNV
PTEN del growth: growth suppressors of cells with PTEN tumor suppressor deletion; HCT116 PTEN-null viability, CellTiter-Glo, 60 h; stronger effect = lower value; viability, % at 10 µM; actives 1.2% (n = 140,000); AID 827;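 active = viability at or below a set limit, 4 SD under the median of all tested compounds, cut at about 3.7% in these data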;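 note: PTEN knockout HCT116 line with beta catenin targeted HCT116 as companion control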
Yeast lifespan up: extends the lifespan of yeast | S. cerevisiae growth with nicotinamide, OD615; deaD strain in restrictive glucose medium | inhibition of the nicotinamide effect, % at 10 µM | actives 0.68% (n = 130,000) | AID 775;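 active = inhibition above a set limit, placed 3 SD over the median of all compounds, cut at about 26% in these data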;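 note: 0% = nicotinamide-treated wells and 100% = cells grown without nicotinamide; some compounds called inactive have numbers as strong as hits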
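Test system: DeaD-strain S. cerevisiae / Buffer or medium: restrictive glucose medium / Also added: nicotinamide 1.5 mM / Doses: one concentration, 10 µM, DMSO 0.25% / Schedule: 48 h at 30 °C / Signal: OD615 measurement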
Phagocytosis inh: macrophage phagocytosis inhibition; J774A.1 macrophage IgG-bead phagocytosis, imaging; inhibition, % at 5 µM; actives 0.07% (n = 110,000); AID 1029;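 active = inhibition above the mean of the plate negative controls plus 5 SD, cut at about 13% in these data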;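 note: phagocytic index as fraction of beads internalized from green versus red external bead signal; plate controls were DMSO negative control for no effect and cytochalasin-D positive control for full effect; some results beyond the cut were filed as inactive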
Measles CPE: protection of cells from measles virus; Measles virus-infected cells, CPE protection, absorbance; protection (pct of control), % at 4 µM; actives 1.5% (n = 140,000); in the data active = protection mostly above about 24%, no sharp cut-off; inactive = mostly below about 26%; note: some compounds called inactive have numbers as strong as hits
GALR2 blocker: antagonists of human galanin receptor 2 (GALR2) | GALR2-expressing cells, antagonist mode | inhibition, % at 4 µM | actives 0.39% (n = 140,000) | AID 828; in the data active = inhibition above about 27%;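 note: cells stimulated with galanin 1-16 at roughly its EC80; 0% = agonist challenge control and 100% = basal control without agonist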
Target sequence (O43603 whole entry, looked up): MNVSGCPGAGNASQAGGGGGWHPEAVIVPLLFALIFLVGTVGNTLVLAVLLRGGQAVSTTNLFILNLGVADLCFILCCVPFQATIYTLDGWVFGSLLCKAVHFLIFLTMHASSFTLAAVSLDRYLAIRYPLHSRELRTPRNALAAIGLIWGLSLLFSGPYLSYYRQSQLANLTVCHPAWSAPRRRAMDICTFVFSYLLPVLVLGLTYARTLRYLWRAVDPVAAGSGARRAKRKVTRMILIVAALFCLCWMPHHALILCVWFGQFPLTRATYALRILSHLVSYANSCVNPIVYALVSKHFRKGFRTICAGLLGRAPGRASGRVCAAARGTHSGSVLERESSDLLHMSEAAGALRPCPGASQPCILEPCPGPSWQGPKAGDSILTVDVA
Active calls of the source: *; nt = no result given.

1. CC(=O)c1c(C)[nH]c(C(=O)Nc2nc(-c3ccc(-c4ccccc4)cc3)cs2)c1C
2. O=C(CCCCn1c(=O)[nH]c2ccccc2c1=O)N1CCN(c2ncccn2)CC1
3. N#Cc1nc(-c2ccccc2F)oc1NCc1cccc2c1OCO2
4. CC(C)N1CC2=C(OC(N)=C(C#N)C2c2cccnc2)/C(=C/c2cccnc2)C1 (centres undefined)
5. Cc1ccc(C(=O)Nc2nc3nc(-c4ccccc4)cc(=O)n3[nH]2)cc1
6. O=S(=O)(c1ccccc1)N1CCC(N2CCCCCC2)CC1
7. Cn1c(=O)c2c(nc(Br)n2CC(=O)c2cccs2)n(C)c1=O
8. CCOc1cc(C(=S)N2CCCCC2)ccc1OS(=O)(=O)c1ccc(Br)cc1

Screen / compound no.	1	2	3	4	5	6	7	8
MRP-1 activ	-4.6	-0.2	0.4	-2.5	0.4	-3.0	-2.2	-2.1
E-sel TNF inh	-52	-14	-6	-12	2	21	-6	2
bCat KO growth	12	96	100	56	97	89	96	69
Yeast growth inh	-11	-30	-14	-14	-21	-30	-82	-9
NPY-Y2 antag	0	-1	14	2	2	2	1	1
PTEN del growth	11	103	92	67	93	99	92	62
Yeast lifespan up	-6	13	-18	-2	4	-5	36*	-4
Phagocytosis inh	-8	nt	-1	-1	nt	nt	-1	-1
Measles CPE	8	4	2	5	19	9	1	13
GALR2 blocker	-2	0	-11	0	-11	9	-6	11

9. CCN(CC)c1ccc(C2NC(=O)NC(C)=C2C(=O)Nc2ccccc2)cc1 (centres undefined)
10. Cc1cc(C)n(CC(=O)N/N=C/c2ccccn2)n1
11. O=C(O)C1C2C=CC3(CN(C/C=C/c4ccccc4)C(=O)C13)O2 (centres undefined)
12. COc1ccc2c(c1)SC(C)CC2=O (centres undefined)
13. Cc1cc(C)nc(SCC(=O)Nn2cnnc2)n1
14. Cc1cccc(-n2cc(-c3ccccc3)c3c(=O)[nH]cnc32)c1
15. OCCN1CCN(CCOc2cccc(Cl)c2)CC1
16. N#C/C(=C/c1ccc(N2CCCCC2)o1)C(=O)NCCc1c[nH]c2ccccc12

Screen / compound no.	9	10	11	12	13	14	15	16
MRP-1 activ	-2.7	-1.5	-2.5	-1.1	-0.5	-2.2	-3.1	-0.5
E-sel TNF inh	-7	nt	nt	-5	-53	nt	-6	nt
bCat KO growth	99	90	94	91	93	80	83	90
Yeast growth inh	-14	-20	-23	-28	-59	-38	-31	-28
NPY-Y2 antag	-1	-1	0	4	1	6	2	-1
PTEN del growth	100	95	93	88	98	71	89	92
Yeast lifespan up	-6	0	-1	-14	-10	-6	-2	-7
Phagocytosis inh	0	9	-5	2	0	1	-3	-6
Measles CPE	4	4	28	11	6	9	4	26
GALR2 blocker	0	-13	1	-11	6	-2	-4	-3

17. O=C(COC(=O)c1cccc2c1C(=O)c1ccccc1C2=O)NC1CCCCC1
18. COc1cc(SC)ccc1C(=O)Nc1ccc2c(c1)OCCO2
19. Cc1cc(N2CCN(c3ccccn3)CC2)n2cc(-c3ccccc3)nc2n1
20. CCN(CC)S(=O)(=O)c1ccc(C(=O)Nc2cc(C)cc(C)c2)cc1
21. CCNCc1cc(Br)c(OCC(=O)Nc2ccccc2)c(OC)c1
22. O=C(O)c1cccc(NC(=O)c2cccc(S(=O)(=O)N3CCCCC3)c2)c1
23. Cc1cc(C(F)(F)F)n2nc(-c3sccc3-n3cccc3)cc2n1
24. O=C(c1ccco1)N1CCN(C(c2ccccc2)c2nnnn2Cc2cccs2)CC1 (centres undefined)

Screen / compound no.	17	18	19	20	21	22	23	24
MRP-1 activ	-2.3	-2.2	-0.9	0.3	-4.1	0.3	-3.8	-1.3
E-sel TNF inh	-36	nt	nt	nt	3	-7	-1	28
bCat KO growth	61	89	100	89	86	102	84	96
Yeast growth inh	-18	-14	-25	-31	-15	-68	-1	-38
NPY-Y2 antag	11	10	-2	0	3	0	1	3
PTEN del growth	70	75	98	81	88	115	92	95
Yeast lifespan up	-8	-10	-13	-18	nt	-11	-11	-10
Phagocytosis inh	-8	0	0	nt	nt	2	nt	-3
Measles CPE	2	4	9	4	0	nt	47	3
GALR2 blocker	2	-8	-15	11	-8	-3	6	6

25. CCCCNC(=O)c1cc(-c2ccc(OC)cc2)on1
26. CCCN1C(=O)C2(/C(=C(\O)c3ccc4c(c3)OCCO4)C(=O)C(=O)N2CCCOC)c2ccccc21 (centres undefined)
27. O=C(NCc1ccccc1)c1cccc(NS(=O)(=O)c2cccc3cccnc23)c1
28. O=C(Cc1cccs1)Nc1cccc(-c2nc3ccccc3[nH]2)c1
29. CC(C)c1ccc2[nH]c(O)c(N=NC(=O)c3ccc(CSc4nncn4C)cc3)c2c1
30. Cc1ccccc1-c1noc(CCC(=O)NCC2CCCO2)n1 (centres undefined)
31. COc1ccccc1CCNC(=O)C(=O)NCC1OCCN1S(=O)(=O)c1ccc(Br)cc1 (centres undefined)
32. CC(C)Oc1cc(NC(=O)CS(=O)CC(=O)Nc2cccc(C(F)(F)F)c2)c(Cl)cc1Cl (centres undefined)

Screen / compound no.	25	26	27	28	29	30	31	32
MRP-1 activ	-2.1	-0.1	-2.5	-1.1	-6.1	-3.0	0.7	-1.1
E-sel TNF inh	7	-8	-6	nt	10	9	nt	-10
bCat KO growth	92	119	90	94	32	95	47	86
Yeast growth inh	-36	-43	-19	-11	-19	38	-16	-20
NPY-Y2 antag	8	2	3	2	5	2	3	-3
PTEN del growth	88	99	103	90	28	90	46	70
Yeast lifespan up	-25	-4	-5	2	7	-6	4	7
Phagocytosis inh	1	nt	-8	-7	-14	-2	-1	nt
Measles CPE	4	19	9	5	8	11	7	5
GALR2 blocker	-15	-2	1	12	-1	-6	-10	-5

Quoted from the listing:
Yeast lifespan up result of `Cc1ccccc1-c1noc(CCC(=O)NCC2CCCO2)n1` (centres undefined) → -6
Measles CPE result of `CC(C)Oc1cc(NC(=O)CS(=O)CC(=O)Nc2cccc(C(F)(F)F)c2)c(Cl)cc1Cl` (centres undefined) → 5

Next part.
33. COc1cc2cc(C)c(SCC(=O)N3CCOCC3)nc2cc1OC
34. Nc1nc(SCc2ccc3c(c2)OCCO3)n[nH]1
35. CCOC(=O)c1sc2ccc(S(=O)(=O)N3CCOCC3)cc2c1N
36. O=C(OC1CCOC1=O)c1cc(-c2ccc(Br)cc2)nc2ccccc12 (centres undefined)
37. CCCc1cc(=O)[nH]c(SCc2cc(Cl)ccc2OC(F)F)n1
38. CC(CN1CCOCC1)OC(=O)C(c1ccccc1)c1ccccc1 (centres undefined)
39. O=C(/C=C/c1ccc(Cl)cc1)N1CCN(c2ncccn2)CC1
40. COc1ccc(C2C(C(=O)NCc3cccnc3)c3ccccc3C(=O)N2C)cc1OC (centres undefined)

Screen / compound no.	33	34	35	36	37	38	39	40
MRP-1 activ	-1.4	-0.2	-1.1	-1.5	-0.5	-3.8	0.5	-4.0
E-sel TNF inh	nt	31	-19	14	nt	-13	6	nt
bCat KO growth	95	91	100	96	103	84	115	90
Yeast growth inh	-53	-1	-1	-8	-34	-35	-20	-4
NPY-Y2 antag	1	6	-1	-3	6	3	3	-1
PTEN del growth	108	90	92	91	nt	96	104	100
Yeast lifespan up	-11	-20	-5	-7	-7	nt	-18	-5
Phagocytosis inh	0	-2	-2	0	nt	nt	0	0
Measles CPE	7	0	23	18	24	24	7	13
GALR2 blocker	-2	-3	0	-5	-10	13	2	-5

41. CC(=O)C1=C(c2ccccc2)OC(N)=C(C#N)C1c1ccccc1C (centres undefined)
42. Cc1ccc(OCC(O)CNS(=O)(=O)c2ccccc2C(=O)N2CCCCC2)cc1 (centres undefined)
43. CC(=O)Nc1ccc(NC(=O)C2CCN(S(=O)(=O)c3cccc4nonc34)CC2)cc1
44. Cc1cc(C)cc(OCC(=O)OCC(=O)NCCC2=CCCCC2)c1
45. CCCC1C2CN(C(C)=O)CC=C2C(C#N)=C(N)C1(C#N)C#N (centres undefined)
46. COc1cc(-c2nn3c(-c4cccnc4)nnc3s2)cc(OC)c1OC
47. COc1ccc(-c2nc3ccccc3n2Cc2ccc(C)cc2)cc1
48. CSc1nc(N)nc(SCC(=O)C(C)(C)C)c1C#N

Screen / compound no.	41	42	43	44	45	46	47	48
MRP-1 activ	-3.2	-1.9	-1.8	-1.7	-0.8	-3.3	0.2	0.2
E-sel TNF inh	nt	3	nt	nt	-41	4	3	9
bCat KO growth	77	114	94	94	95	95	61	66
Yeast growth inh	6	-53	-36	6	-28	-29	2	-14
NPY-Y2 antag	5	-3	-1	0	1	-1	12	5
PTEN del growth	74	91	91	102	94	92	60	73
Yeast lifespan up	1	-14	-10	4	-2	-18	-4	-9
Phagocytosis inh	-6	1	nt	-2	3	1	0	-1
Measles CPE	19	5	31	8	4	27	16	3
GALR2 blocker	0	-2	-9	-9	5	-1	-4	-7

One compound at a time, from the list above.
`O=S(=O)(c1ccccc1)N1CCC(N2CCCCCC2)CC1` is listed with MRP-1 activ = -3.0; E-sel TNF inh = 21; bCat KO growth = 89; Yeast growth inh = -30; NPY-Y2 antag = 2; PTEN del growth = 99; Yeast lifespan up = -5; Phagocytosis inh = nt; Measles CPE = 9; GALR2 blocker = 9
`CCN(CC)S(=O)(=O)c1ccc(C(=O)Nc2cc(C)cc(C)c2)cc1` is listed with MRP-1 activ = 0.3; E-sel TNF inh = nt; bCat KO growth = 89; Yeast growth inh = -31; NPY-Y2 antag = 0; PTEN del growth = 81; Yeast lifespan up = -18; Phagocytosis inh = nt; Measles CPE = 4; GALR2 blocker = 11

Later entries
49. Cc1ccc(-c2csc(=S)n2CC(=O)OCC(=O)NCc2ccc(F)cc2)cc1
50. CC(=O)c1c(C)[nH]c(C(=O)COC(=O)c2cccc(S(=O)(=O)N(C)c3ccccc3)c2)c1C
51. C/C(CCc1ccccc1)=N\NC(=O)CCc1ccccc1
52. CC(=O)NCCOc1ccc(C(=O)O)cc1
53. Cc1ccc2[nH]cc(CCCN3C(=O)c4ccccc4C3=O)c2c1
54. c1cnc(N2CCN(Cc3ccc4c(c3)OCO4)CC2)nc1
55. c1ccc(-c2n[nH]c3ccccc23)cc1
56. O=C(COc1ccccc1)OC(C(=O)c1ccccc1)c1ccccc1 (centres undefined)
57. CCCc1nc(-c2ccccc2O)n(-c2ccccc2)n1
58. Oc1c(Cl)cc(Cl)cc1C=Nc1ccccc1N1CCCC1

Screen / compound no.	49	50	51	52	53	54	55	56	57	58
MRP-1 activ	-3.2	-0.4	0.6	-1.0	0.8	-0.5	0.8	-1.7	-1.1	-4.1
E-sel TNF inh	nt	nt	nt	nt	nt	nt	-4	18	15	nt
bCat KO growth	27	70	102	86	91	103	99	91	88	77
Yeast growth inh	-37	-28	-26	-5	-14	-38	-5	-45	-57	-25
NPY-Y2 antag	-2	4	0	4	1	0	1	0	-1	3
PTEN del growth	39	68	108	96	83	103	104	99	89	76
Yeast lifespan up	-9	4	8	-4	-4	8	-14	-4	-17	28*
Phagocytosis inh	0	-4	-9	0	-8	nt	1	-4	-1	-9
Measles CPE	13	16	0	28	15	6	15	37	4	11
GALR2 blocker	17	23	-8	-9	0	3	4	0	-3	-4

Screening results (PubChem)
